# CHOP inhibitor – inhibitors of CHOP promoter induction, primary screen, cell-based, unfolded protein response, luciferase reporter. CHO-K1 CHOP-promoter luciferase, tunicamycin-induced, 15-18 h. inhibition, % at 10 µM. 220,000 tested, 3.8% active;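 active = compounds that reduced the stress-induced luciferase reporter signal by more than about 70% of percent inhibition, limit read from the data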;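 also: 0% = tunicamycin plus vehicle and 100% = wells without tunicamycin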
# NPY2 pot ag – NPY-Y2 potentiators or agonists, primary screen, cell-based; Neuropeptide Y receptor type 2 (Homo sapiens), P49146; cells expressing NPY-Y2, potentiator/agonist read-out; activation, % at 3.6 µM; 220,000 tested, 0.45% active; in the data active = activation above about 27%;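 also: cells stimulated with NPY near EC25 plus isoproterenol at EC100; 0% = vehicle plus submaximal agonist and 100% = vehicle plus saturating agonist; some results beyond the cut were filed as inactive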
# EP2 modulator – EP2 receptor modulators, cAMP readout, primary screen, cell-based, HTRF cAMP, PGE2 stimulation. Prostaglandin E2 receptor EP2 subtype (Homo sapiens), P43116. EP2-expressing cells, cAMP HTRF FRET, PGE2 co-stimulation. induction, % at 25 µM. 260,000 tested, 0.83% active. AID 940, 2007;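 active = compounds whose cAMP rise, as percent of the full-agonist control response, exceeds 60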;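 also: rat C6 glioma line stably carrying human EP2 under a CMV promoter; the protocol text gives 20 µM as final concentration; 100% = response of wells given 1 µM PGE2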
# Target sequence (P43116 whole entry, looked up): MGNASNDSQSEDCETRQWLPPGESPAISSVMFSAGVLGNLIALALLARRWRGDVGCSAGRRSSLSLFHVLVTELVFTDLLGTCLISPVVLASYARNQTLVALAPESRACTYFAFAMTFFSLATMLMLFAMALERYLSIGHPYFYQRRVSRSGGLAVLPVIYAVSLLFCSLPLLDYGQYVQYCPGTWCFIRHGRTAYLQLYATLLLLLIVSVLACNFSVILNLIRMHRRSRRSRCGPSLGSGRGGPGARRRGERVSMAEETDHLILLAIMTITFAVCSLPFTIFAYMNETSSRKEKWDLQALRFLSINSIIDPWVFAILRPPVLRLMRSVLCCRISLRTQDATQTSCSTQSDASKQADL
# TRPN1 ag – zebrafish TRPN1 channel agonists, primary screen, cell-based, HEK293, calcium fluorescence. transient receptor potential cation channel N1 (TRPN1/NompC), Danio rerio. HEK293 zebrafish TRPN1-YFP, Fluo-8 calcium fluorescence; 100% = response to 87 µM carbachol. activation, % at 3 µM. 220,000 tested, 0.18% active;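 active = activation above its plate's cutoff, the mean activation of test wells on that plate plus 3 SD, cut at about 19% in these data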;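 also: 0% = DMSO alone and 100% = 87 µM carbachol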
#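 System: zebrafish TRPN1-YFP in HEK293 cells / Dosing: 3 µM single point / Timing: dye loading 1 h at 37 °C, then 30 min room temperature / Signal: Fluo-8 calcium fluorescence, excitation 470-495 nm, emission 515-575 nm / Read-out basis: percent activation from peak over basal fluorescence ratio, control-normalized / Control set: high carbachol 87 µM, low DMSO alone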
# S1P4 antag – S1P4 receptor antagonists, primary screen, cell-based | AID 1510, 2009 | Sphingosine 1-phosphate receptor 4 (Homo sapiens), O95977 | 220,000 tested, 0.26% active | S1P4-expressing cells, antagonist mode, reporter read-out | inhibition, % at 4.98 µM; in the data active = inhibition above about 29%;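 also: 0% = wells stimulated with agonist and 100% = vehicle wells without agonist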
# NPY1 pot ag – NPY-Y1 receptor potentiators or agonists, primary screen, cell-based | activation, % at 3.6 µM | 220,000 tested, 0.37% active | AID 1304, 2008 | Neuropeptide Y receptor type 1 (Homo sapiens), P25929 | NPY-Y1 expressing cells, potentiator/agonist activation; in the data active = activation above about 33%, passing the limit was not always enough;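 also: cells stimulated with NPY at EC10 then isoproterenol at EC100; 0% = low agonist plus stimulus and 100% = saturating agonist plus stimulus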
# TRPML3 ag – human TRPML3 channel agonists, primary screen, cell-based, HEK293 TRPML3-YFP, Fluo-8 calcium fluorescence, 3 µM; Mucolipin-3 (Homo sapiens), Q8TDD5; 100% = the carbachol control signal; activation, % at 3 µM; 220,000 tested, 0.29% active;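 active = activation above its plate's cutoff, the mean activation of the plate's test wells plus 3 SD, cut at about 12% in these data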;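 also: 0% = DMSO only wells and 100% = carbachol wells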
# Target sequence (Q8TDD5 whole entry, looked up): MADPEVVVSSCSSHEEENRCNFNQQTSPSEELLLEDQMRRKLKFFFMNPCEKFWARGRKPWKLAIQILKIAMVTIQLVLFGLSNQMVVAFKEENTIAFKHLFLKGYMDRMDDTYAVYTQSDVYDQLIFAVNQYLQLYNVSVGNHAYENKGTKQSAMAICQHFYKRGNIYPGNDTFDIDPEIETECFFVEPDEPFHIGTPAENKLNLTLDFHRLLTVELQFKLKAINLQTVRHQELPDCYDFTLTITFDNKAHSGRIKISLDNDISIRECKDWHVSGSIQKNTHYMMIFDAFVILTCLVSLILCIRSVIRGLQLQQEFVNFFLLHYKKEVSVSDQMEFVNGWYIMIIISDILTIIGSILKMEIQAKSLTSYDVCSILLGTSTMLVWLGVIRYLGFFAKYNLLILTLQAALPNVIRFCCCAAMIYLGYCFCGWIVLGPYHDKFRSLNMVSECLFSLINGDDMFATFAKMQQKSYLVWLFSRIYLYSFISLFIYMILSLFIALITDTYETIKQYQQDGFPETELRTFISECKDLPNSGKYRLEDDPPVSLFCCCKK
#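 Test system – HEK293 line with stable expression of human TRPML3-YFP channel · Control set – carbachol 87 µM final as high control (100%), DMSO as low control (0%) · Signal – Fluo-8 calcium dye fluorescence, ex 470-495, em 515-575 nm · Incubation – 1-h 37 °C dye load, 5-s basal, 120-s post-compound reads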
# NPY-Y1 antag – NPY-Y1 receptor antagonists, primary screen, cell-based | 200,000 tested, 1% active | inhibition, % at 3.6 µM | AID 1040, 2008 | Neuropeptide Y receptor type 1 (Homo sapiens), P25929 | HEK293-CNG Y1 cells, membrane potential fluorescence; NPY at EC95, then isoproterenol;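 active = inhibition above the campaign mean inhibition of all tested compounds plus 3 SD, cut at about 20% in these data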;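 also: 0% = DMSO wells given NPY plus isoproterenol and 100% = isoproterenol alone without NPY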
#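 material = HEK293 cells with Y1 receptor plus CNG channel | also added = NPY 25 nM then isoproterenol 1 µM plus Ro 20-1724 25 µM | schedule = dye 3 h, compound 60 min room temperature, stimulation 45 min | measured by = membrane potential fluorescence | benchmarks = high control isoproterenol alone, low control NPY with isoproterenol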
# S1P4 ag – S1P4 receptor agonists, primary screen, cell-based; S1P4-expressing cell line, agonist reporter assay; 220,000 tested, 0.35% active; activation, % at 4.98 µM; in the data active = activation above about 11%;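 also: 0% = DMSO vehicle and 100% = reference agonist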
# Numbers without * were called inactive; nt = no result given; & = joins results of further samples.
SMILES,CHOP inhibitor,NPY2 pot ag,EP2 modulator,TRPN1 ag,S1P4 antag,NPY1 pot ag,TRPML3 ag,NPY-Y1 antag,S1P4 ag
Cc1ccc(C(C(=O)NC2CCCC2)N(C(=O)CNC(=O)c2cccs2)c2cccnc2)o1 (configuration not stated),18.8,-5.4,24.8,-0.2,-17.4,-20.8,0.3,-5.1,-0.6
Cn1c(=O)[nH]c(=O)c2c1nc(N1CCN(Cc3ccccc3)CC1)n2CCSc1ncccn1,1.1,-4.2,21.5,0.9,-14.9,-17.8,-0.1,3.1,0.7
CCn1c(CNc2cccc(Cl)c2)nnc1SCc1ccccc1,18.0,-0.1,-32.6,5.5,-13.5,-0.5,1.0,15.8,0.1
COc1ccccc1C(=O)NC(C)c1nc2ccccc2[nH]1 (configuration not stated),3.9,5.0,-5.0,1.6,5.0,-11.2,0.1,-5.9,-1.0
CS(=O)(=O)c1ccc(Cl)c(NC(=O)c2ccc3ccccc3c2)c1,24.0,2.5,-17.4,-0.1,-28.1,-22.9,-0.2,12.1,1.9
CCN1C(=O)/C(=C\N(C)C)S/C1=N\S(=O)(=O)c1ccc(C)cc1,19.5,-2.2,2.3,-0.3,-25.0,5.1,1.0,2.8,0.8
Cc1cccc(-n2ncc3c(NCc4cccs4)ncnc32)c1,54.2,11.4,-22.6,-0.9,-10.1,-1.4,0.5,1.7,-1.1
COc1ccc(CCNC2=NCCS2)cc1OC,6.7,9.4,10.3,-0.8,-2.2,29.9,-0.4,nt,1.6
CCCC(C(=O)NC1=NCCS1)c1ccccc1 (configuration not stated),5.1,11.1,-3.6,0.3,-4.4,2.4,1.4,-2.3,1.0
Fc1ccc(C[n+]2csc3ccccc32)cc1,27.3,1.6,6.3,-1.1,14.1,7.5,-0.7,-2.5,-0.6
Cc1cc(NC(=O)c2cc3n(n2)C(C(F)(F)F)CC(c2ccco2)N3)no1 (configuration not stated),10.5,7.1,-2.4,1.8,-8.1,-1.9,-0.2,4.7,0.8
Cc1cc(/C=N/NC(=O)c2nn(C)cc2Cl)c(C)n1-c1cccc(Br)c1,-4.3,7.2,-17.1,-0.5,-17.6,-22.8,-0.5,-6.7,1.1
Cc1cc2c3c(c1)C1(C(=O)N3C(C)(C)CC2C)C(C#N)=C(N)Oc2n[nH]c(C)c21 (configuration not stated),37.6,9.7,4.6,-1.3,0.0,-9.4,0.1,8.0,-1.2
CCCCOC(=O)c1ccc(NC(=O)c2nn(C)cc2Br)cc1,-20.6,7.1,-54.0,0.7,-13.1,-44.8,0.6,1.1,1.1
O=C(CSc1cccc[n+]1[O-])c1cc(Cl)ccc1Cl,-67.5,-2.7,-21.2,0.8,-0.7,12.2,-1.0,2.5,1.0
Cc1ccc2c(c1)c(-c1ccccc1)nc1nncn12,-10.3,15.1,-0.7&-47.1,0.7,1.0,13.2,0.0,-3.6,0.7
CCN(C(=O)CSc1nncn1-c1ccccc1)c1c(N)n(Cc2ccccc2)c(=O)[nH]c1=O,9.7,8.1,12.8,0.7,-11.8,4.3,0.4,-1.0,-0.1
CCCn1c(SCC(=O)N2CCN(S(=O)(=O)c3ccc(Cl)cc3)CC2)n[nH]c1=O,7.1,1.0,5.8,-0.1,-16.6,-3.9,-0.1,3.8,0.5
COC(=O)c1[nH]c2cc(OC)ccc2c1NC(=O)c1ccc2c(c1)OCO2,30.0,8.1,-9.4,0.3,-9.1,2.8,0.6,-2.2,0.4
COCC(C)NS(=O)(=O)c1ccc(OC)cc1 (configuration not stated),21.2,-25.6,3.3,1.8,-1.1,24.3,0.6,1.1,0.1
CCOc1ccc(N(C(C)C(=O)NCc2ccco2)S(C)(=O)=O)cc1 (configuration not stated),-1.8,7.0,-5.7,0.5,-6.5,12.3,0.8,0.5,1.1
CCOc1ccc(Nc2nc(Cc3nnc(SCC(=O)NCC4CCCO4)n3C)cs2)cc1 (configuration not stated),-16.8,14.2,2.6,-0.1,1.7,0.3,-0.5,5.3,-0.8
O=C(O)c1ccccc1C(=O)N1CCc2c([nH]c3ccccc23)C1C(F)(F)F (configuration not stated),-11.3,6.5,-4.8,0.1,20.6,-14.6,-0.1,nt,-0.2
O=C(CCN1C(=O)/C(=C\c2cccs2)SC1=S)Nc1nccs1,40.8,-7.2,-5.2,0.3,-3.9,0.9,0.8,1.3,0.3
CN(C)/C=N/c1c(C#N)cnn1-c1ccc(C(F)(F)F)cn1,2.6,-0.1,1.0,0.5,-5.5,-16.5,0.0,1.9,-0.5
Nc1ccc(S(=O)(=O)NC(=O)c2ccccc2)cc1,19.0,-0.8,27.2&-1.2,0.1,-18.2,-13.5,1.1,0.6,0.4
NS(=O)(=O)c1ccc(CCNCC(=O)N2CCC(Cc3ccccc3)CC2)cc1,6.5,-0.4,-16.1,1.3,-0.6,-4.1,0.0,nt,-0.5
CC(C)/C=C1\CCc2c([nH]c3ccccc23)C1=O,10.3,7.9,-6.5,-2.3,-16.1,19.5,0.3,-6.0,2.4
COC(=O)c1cccc(-n2[nH]nnc2=S)c1,-4.3,14.5,-17.3,-1.0,3.5,-10.4,0.1,5.6,0.1
Cc1ccc(-c2nc3ccccn3c2NCc2ccc3c(c2)OCO3)cc1,12.5,11.9,53.0,-1.1,-4.6,-2.2,-0.2,3.9,-0.1
CCC(Sc1nc2n[nH]c(C)c2c(=N)n1-c1cccc(Cl)c1C)C(=O)N(CC)CC (configuration not stated),42.5,2.5,13.1,-1.2,-9.7,-22.6,-1.1,2.6,1.1
Cc1ccc(S(=O)(=O)NC2=C(N3CCN(c4ccccc4F)CC3)C(=O)c3ccccc3C2=O)cc1,40.3,-0.1,13.1,-0.2,-2.9,3.7,0.8,-4.6,-4.3
CC1(C)NC(C)(C)c2nonc2/C1=N\O,30.8,0.6,1.9,2.1,3.5,-14.7,0.9,-3.5,0.0
Cc1nc(Nc2ccccc2)sc1C,2.6,10.5,15.4,0.5,3.8,-4.6,0.5,-0.6,-0.2
Cc1ccc(C)c(N2CCN(C(=O)Cn3c(=O)[nH]c4ccsc4c3=O)CC2)c1,23.2,-3.5,-0.1,-0.3,-11.8,-1.5,1.2,-3.4,-1.1
NNC(=O)c1cc(Br)cs1,-37.8,1.7,-18.4,-1.0,-0.1,-3.3,0.6,-3.1,1.8
N/C(=N\OC(=O)c1cc(-c2ccccc2)nc2ccccc12)c1ccncc1,7.8,7.3,19.9,0.6,-5.7,17.8,-0.5,4.1,0.7
CSc1ccc(/C=N/n2c(Cc3ccc(Br)cc3)n[nH]c2=S)cc1,101.1*,-20.7,55.2,-1.7,-7.3,-2.0,0.1,1.5,3.7
COc1cc(OC)cc(C(=O)N[C@H](C(=O)OCC(=O)NC(=O)c2cccn2C)C(C)C)c1,20.8,8.9,41.0,-2.1,-13.5,-13.0,-0.1,1.0,-0.3
Cn1c(=O)c2c(nc(N3CCCCC3)n2CCSc2nc3ccccc3s2)n(C)c1=O,-12.4,6.2,21.7,-0.5,-2.4,6.6,0.2,3.1,-1.7

# One compound at a time (already shown):
# CS(=O)(=O)c1ccc(Cl)c(NC(=O)c2ccc3ccccc3c2)c1 reads CHOP inhibitor: 24.0; NPY2 pot ag: 2.5; EP2 modulator: -17.4; TRPN1 ag: -0.1; S1P4 antag: -28.1; NPY1 pot ag: -22.9; TRPML3 ag: -0.2; NPY-Y1 antag: 12.1; S1P4 ag: 1.9
# COC(=O)c1[nH]c2cc(OC)ccc2c1NC(=O)c1ccc2c(c1)OCO2 reads CHOP inhibitor: 30.0; NPY2 pot ag: 8.1; EP2 modulator: -9.4; TRPN1 ag: 0.3; S1P4 antag: -9.1; NPY1 pot ag: 2.8; TRPML3 ag: 0.6; NPY-Y1 antag: -2.2; S1P4 ag: 0.4

# The listing continues.
SMILES,CHOP inhibitor,NPY2 pot ag,EP2 modulator,TRPN1 ag,S1P4 antag,NPY1 pot ag,TRPML3 ag,NPY-Y1 antag,S1P4 ag
Cc1ccc(N=Cc2c(O)n(-c3nccs3)c(=O)c3ccccc23)cc1,11.8,1.6,5.8,0.1,-2.3,27.1,0.3,-2.2,0.6
Cc1n[nH]c(C)c1S(=O)(=O)N1CCN(C(=O)c2ccco2)CC1,18.7,13.5,-5.3,1.3,-4.5,-6.8,0.6,-2.1,2.3
COc1ccc(N2CCN(CC(=O)N3CCC(C)CC3)CC2)cc1,-0.4,-0.9,-6.0&-16.2,-0.5,3.4,-9.7,0.3,-0.5,-1.4
C=CCn1c(Cc2ccc(OC)cc2)nnc1SCC(N)=O,12.9,-3.7,2.5,0.4,-14.1,9.1,1.3,-7.3,0.1
Cc1ccc(C2C(C(=O)c3sc(C)nc3C)=C(O)C(=O)N2CCN2CCOCC2)o1 (configuration not stated),-29.0,14.1,-6.5,1.8,-3.5,35.2,0.1,-12.9,0.0
Cc1occc1C(=O)NNC1=CC(=O)CC(C)(C)C1,14.9,-5.5,12.1,1.1,-8.6,-2.6,0.6,-1.0,-1.4
CCCN1Cc2cccc(C(=O)NCc3cccs3)c2C1=O,7.4,15.5,6.5,-0.2,7.5,11.4,-0.5,1.6,-2.7
CCC(=O)c1cn(CC(=O)NCC2CCCO2)c2ccccc12 (configuration not stated),10.0,-22.1,14.6&-13.0,0.8,-9.3,-6.1,0.5,3.3,0.9
Cc1nn(Cc2ccccc2)c(Cl)c1C(=O)OC1CCOC1=O (configuration not stated),26.2,0.9,-7.3,-0.1,3.4,16.0,-1.1,2.3,1.1
CCC(C)C(NC(=O)OC(C)(C)C)C(=O)NCc1ccco1 (configuration not stated),1.8,8.9,17.4,-0.7,-6.4,-19.6,0.1,4.5,-0.3
O=S(=O)(c1cccc(C(F)(F)F)c1)N1CCN(c2nnnn2-c2ccccc2)CC1,14.3,-5.8,-19.4,0.6,2.6,0.6,1.0,2.4,0.3
CCOC(=O)c1cccc(NC(=O)C2CCC(CNc3c(N4CCOCC4)c(=O)c3=O)CC2)c1 (configuration not stated),-0.5,5.2,13.0,-0.3,-11.9,4.5,0.2,-4.2,-0.4
COc1ccc(C(=O)c2ccc(Br)cc2)cc1,76.0*,15.4,24.6,-1.1,-10.4,4.0,0.5,-2.3,-0.4
CCN1C(=O)C(CC(=O)Nc2cccc(C(C)=O)c2)S/C1=N\c1ccccn1 (configuration not stated),43.5,-3.3,-80.9,0.8,-4.7,1.5,0.7,-5.0,0.7
CN(C)c1nc(-c2ccc([N+](=O)[O-])cc2)cs1,71.6*,10.9,-7.2,0.2,24.0,-14.2,0.5,2.7,0.8
CCNC(=S)N1CCN(c2ccccn2)CC1,8.3,-5.1,10.0,-1.2,-11.0,-1.1,0.0,-5.0,0.2

# From PubChem
